# Screening results from PubChem.
# Hsp90 Hop PPI: changes Hsp90-Hop TPR2A binding signal, up or down | AlphaScreen TPR2A-His6 binding biotin-Hsp90 C-terminal peptide | Potency, µM (highest dose often 57 µM), for the others: at the highest dose activity change, negative = inhibition | 71,000 tested, 0.44% active; active = well fitted curve in either direction with a large enough effect; inconclusive = small, poorly fitted or top-dose-only effect, or another doubt; note: potency is the fitted concentration of half-maximal effect; % is set by controls: 0 for no effect and ±100 for the full control effect; many of its hits are not listed in these tables
# Epigenetic mod: derepresses silenced GFP locus in mouse C127i cells; 68,000 tested, 0.09% active; mouse C127i GFP locus derepression, cytometry, 30 h; Potency, µM (titrated, usually from 46.1 µM), for the others: at the highest dose GFP derepression (activation); note: % of control where 0% means no effect
#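 Read-out is the number of GFP-positive cells, scored as fluorescent objects 20 to 120 um wide, reflecting derepression of a silenced CMV-GFP reporter in murine C127i cells after 30 h compound exposure at 37 C.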
# Ub-GFP proteasome: ubiquitin-GFP accumulation via proteasome inhibition; Ubiquitin-GFP reporter cells, proteasome inhibition, GFP fluorescence; response scale: untreated = 0%, 10 µM MG-132 = 100%; Potency, µM (highest dose often 45.9 µM), without a hit: at the top dose activation (GFP accumulation), actives largely listed as activators; 67,000 tested, under 10 active; AID 526; active = well fitted activation curve with a large enough effect, not every such curve was filed as active; inconclusive = small, poorly fitted or top-dose-only effect, or another doubt; inactive = no such curve, though single readings can be large or run the other way; note: potency is the fitted concentration of half-maximal effect
#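 U2OS Ub(G76V)-GFP reporter; O/N plating, 0.5% FBS; cpd 46 uM–2.9 nM, 4 h, 37 °C; GFP+ cell count, 488/515 nm; norm. to basal vs 10 uM MG-132; CRC fit.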
# CRE Fsk mod: modulators of forskolin-stimulated CRE signaling in CHO cells; Potency, µM (doses to about 38.2 µM), inactives show top-dose activity change, negative = inhibition, hits mostly activators; CHO CRE-bla reporter (cAMP response element driving beta-lactamase), forskolin EC10, beta-lactamase ratio; AID 662; 71,000 tested, 2.5% active; active = well fitted activation curve with a large enough effect in the signal ratio, with a control signal flat, not every such curve was filed as active; inconclusive = small, poorly fitted or top-dose-only effect, or effect the other way, or a change in a side signal; the % refers to the signal ratio; note: potency is the fitted concentration of half-maximal effect; % of control where 0% means no effect
#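 Forskolin analogue NKH 477 at EC10 stimulated CRE-driven beta-lactamase in CHO cells alongside compound dilution series. Beta-lactamase was measured with CCF4, excitation 405 nm, emission ratio 460/530 nm.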
# BRCT inh green: blocks human BRCA1 BRCT binding to phosphopeptide, green readout | P38398 | BRCA1 BRCT-phosphopeptide binding, green fluorescence polarization | Potency, µM (highest dose often 76.9 µM), for the others: at the top dose activity change, negative = inhibition, actives largely listed as inhibitors | 75,000 tested, 0.05% active | AID 875;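 note: potency is the fitted concentration of half-maximal effect; plate controls were peptide without protein for full effect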
# Target sequence (P38398 whole entry, looked up): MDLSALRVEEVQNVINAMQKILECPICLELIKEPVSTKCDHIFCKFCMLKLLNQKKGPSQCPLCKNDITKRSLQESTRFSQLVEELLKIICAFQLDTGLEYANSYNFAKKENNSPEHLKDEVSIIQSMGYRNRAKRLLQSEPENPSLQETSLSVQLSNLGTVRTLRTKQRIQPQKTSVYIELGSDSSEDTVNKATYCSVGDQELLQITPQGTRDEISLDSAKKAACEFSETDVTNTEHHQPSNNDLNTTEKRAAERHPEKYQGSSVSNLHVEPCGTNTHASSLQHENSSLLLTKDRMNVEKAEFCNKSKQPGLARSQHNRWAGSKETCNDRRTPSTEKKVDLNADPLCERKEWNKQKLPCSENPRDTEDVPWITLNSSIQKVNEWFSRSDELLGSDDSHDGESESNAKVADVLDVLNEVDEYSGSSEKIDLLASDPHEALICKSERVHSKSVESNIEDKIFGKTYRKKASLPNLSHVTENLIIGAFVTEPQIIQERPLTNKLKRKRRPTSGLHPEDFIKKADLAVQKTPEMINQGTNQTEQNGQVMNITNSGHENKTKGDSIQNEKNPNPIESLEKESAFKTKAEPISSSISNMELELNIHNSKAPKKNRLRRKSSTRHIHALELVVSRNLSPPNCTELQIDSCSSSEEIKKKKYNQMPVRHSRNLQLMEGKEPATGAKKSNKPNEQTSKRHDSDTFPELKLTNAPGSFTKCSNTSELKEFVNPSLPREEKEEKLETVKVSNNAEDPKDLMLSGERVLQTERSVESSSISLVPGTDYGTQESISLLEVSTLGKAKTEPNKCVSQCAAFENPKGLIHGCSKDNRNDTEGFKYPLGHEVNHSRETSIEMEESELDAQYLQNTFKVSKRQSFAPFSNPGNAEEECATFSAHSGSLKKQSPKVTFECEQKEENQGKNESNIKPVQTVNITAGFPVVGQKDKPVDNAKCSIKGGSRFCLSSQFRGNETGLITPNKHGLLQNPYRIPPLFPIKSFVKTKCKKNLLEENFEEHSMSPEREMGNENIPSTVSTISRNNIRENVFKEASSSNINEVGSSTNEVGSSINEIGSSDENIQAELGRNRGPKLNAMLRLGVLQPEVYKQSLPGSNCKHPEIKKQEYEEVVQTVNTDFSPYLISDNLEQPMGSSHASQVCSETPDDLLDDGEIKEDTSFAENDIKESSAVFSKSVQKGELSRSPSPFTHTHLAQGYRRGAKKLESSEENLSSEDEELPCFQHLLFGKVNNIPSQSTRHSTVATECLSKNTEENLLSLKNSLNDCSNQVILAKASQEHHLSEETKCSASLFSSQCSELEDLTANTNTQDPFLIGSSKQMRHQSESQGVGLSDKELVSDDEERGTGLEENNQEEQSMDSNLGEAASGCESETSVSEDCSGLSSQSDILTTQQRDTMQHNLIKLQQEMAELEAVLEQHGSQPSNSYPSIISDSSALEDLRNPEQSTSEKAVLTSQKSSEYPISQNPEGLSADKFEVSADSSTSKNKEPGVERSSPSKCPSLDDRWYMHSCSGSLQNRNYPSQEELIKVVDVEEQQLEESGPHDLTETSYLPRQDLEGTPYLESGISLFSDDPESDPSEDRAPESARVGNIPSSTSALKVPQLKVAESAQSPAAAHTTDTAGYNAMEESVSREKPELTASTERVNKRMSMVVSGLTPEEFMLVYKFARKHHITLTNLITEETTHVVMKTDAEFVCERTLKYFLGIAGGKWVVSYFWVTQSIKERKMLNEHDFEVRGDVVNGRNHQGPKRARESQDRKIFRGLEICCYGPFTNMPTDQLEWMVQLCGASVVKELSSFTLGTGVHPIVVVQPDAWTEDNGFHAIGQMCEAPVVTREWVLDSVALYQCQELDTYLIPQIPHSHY
#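 Compounds were incubated for 12 min at room temperature with a complex of 100 nM fluorescein-tagged pBACH1 decapeptide and 250 nM His-tagged BRCT protein. Buffer was phosphate pH 7.3 with EDTA, DTT and Tween 20. Disruption of binding lowers the polarization signal.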
# BRCT inh red: disrupts BRCA1 BRCT binding to phosphoprotein, red fluorophore readout. 75,000 tested, 0.03% active. P38398. Potency, µM (highest dose often 76.9 µM), inactives show at the highest dose activity change, negative = inhibition, actives largely listed as inhibitors. BRCT-phosphopeptide binding, red fluorescence polarization. AID 892; note: % is set by controls: 0 for no effect and ±100 for the full control effect
#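 Fluorescence polarization: 100 nM His-tagged BRCA1 BRCT with 100 nM TAMRA-labelled phospho-BACH1 decapeptide, phosphate buffer pH 7.3 with 150 mM NaCl, DTT, 0.01% Tween 20; 12 min RT. Binding inhibition seen as FP decrease.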
# DNA Pol III inh: inhibitors of bacterial DNA polymerase III holoenzyme; 71,000 tested, 0.25% active; reconstituted DNA polymerase III holoenzyme replication, biochemical; AID 603; Potency, µM (highest dose often 57.1 µM), inactives show at the top dose activity change, negative = inhibition; note: potency is the fitted concentration of half-maximal effect; % is set by controls: 0 for no effect and ±100 for the full control effect
#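 Reconstituted *E. coli* holoenzyme (0.35 nM Pol III, 1 nM beta, 154 nM SSB, 2 nM primase) was preincubated with compound for 15 min at RT. Synthesis on 1.4 nM ssM13Gori ran 35 min, then was stopped with PicoGreen/EDTA and read as dsDNA fluorescence.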
# HBB splice mod: modulators of hemoglobin beta chain splicing; HBB splicing reporter cell assay, activation; EGFP reporter with mutant IVS2-654 intron; response scale: normalised to 500 nM splice-correcting PNA; Potency, µM (top dose mostly 46.1 µM), for the others: at the top dose activation, usual class: activators; 65,000 tested, 0.06% active; AID 925; note: potency is the fitted concentration of half-maximal effect; 0% is about no effect
#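 HeLa cells stably expressing EGFP interrupted by mutant beta-globin intron 2 (IVS2-654), 500/well in 2% FCS. Treated with compound for 2 days at 37C. Splicing correction scored as total well GFP intensity (488 nm excitation, 500-520 nm emission); 500 nM antisense PNA served as control.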
# 15-hLO inh: blocks human 15-lipoxygenase activity. P16050. purified 15hLO-1, xylenol orange hydroperoxide absorbance. 74,000 tested, 1.4% active. Potency, µM (series often up to 57.1 µM), for inactives: at the highest dose activity change, negative = inhibition, actives largely listed as inhibitors; note: potency is the fitted concentration of half-maximal effect; % is set by controls: 0 for no effect and ±100 for the full control effect; nearly all actives have a fitted effect of over 55% in size
#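 Purified human 15hLO-1 (40 nM final) in 25 mM Hepes pH 7.5, 0.01% Triton X-100 was preincubated with compound 15 min at room temperature, then reacted 6 min with 50 uM arachidonic acid; hydroperoxide detected by Fe-XO, 573/405 nm absorbance ratio.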
# HADH2 inhib: blocks human hydroxyacyl-CoA dehydrogenase type II; 73,000 tested, 3.4% active; recombinant HADH2, NADH fluorescence, beta-hydroxybutyryl-CoA; Q99714; Potency, µM (titrated, usually from 57.1 µM), for inactives: at the highest dose activity change, negative = inhibition, actives largely listed as inhibitors; note: potency is the fitted concentration of half-maximal effect; % is set by controls: 0 for no effect and ±100 for the full control effect; nearly all actives have a fitted effect of over 60% in size; many of its hits are not listed in these tables
#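 Buffer 100 mM Tris-HCl pH 9.0/0.01% Tween-20; HADH2 20 nM; NAD+ 1 mM; beta-hydroxybutyryl-CoA 90 uM (all final). 15 min cpd preincubation, RT.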
# USP2a inhib: inhibitors of human ubiquitin-specific protease USP2a; USP2a enzymatic assay, qHTS inhibition; 60,000 tested, 0.1% active; Potency, µM (doses to about 38.3 µM), for inactives: top-dose activity change, negative = inhibition, usual class: inhibitors; O75604;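 note: potency is the fitted concentration of half-maximal effect; nearly all actives have a fitted effect of over 60% in size; plate controls were DMSO for no effect and NEM full inhibition control for full effect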
#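 Inhibition is measured in a cell-free coupled assay with 20 nM USP2 core, 20 nM Ub-PLA2 and 20 uM NBD C6-HPC, 2.5 h incubation. Activity normalized to NEM control.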
# The depositor's hits bear a star; ? = inconclusive; . = not tested or not shown; & = joins results of further samples; [ ] = remark or other dose. Unless noted, calls come from the whole dose curve; as a rule, active = well fitted curve in the direction sought with a large enough effect; inconclusive = small, poorly fitted or top-dose-only effect, or another doubt; inactive = no such curve, though single readings can be large; an effect the other way counts as inactive or inconclusive. Some of the compounds tested, so the mix of outcomes need not match the whole.
SMILES,Hsp90 Hop PPI,Epigenetic mod,Ub-GFP proteasome,CRE Fsk mod,BRCT inh green,BRCT inh red,DNA Pol III inh,HBB splice mod,15-hLO inh,HADH2 inhib,USP2a inhib
COC(=O)c1c(NC(=O)CN2CCN(C(=O)c3ccco3)CC2)c2c(C)cccc2n1C,-7%,4%,-9%,-2%,-2.7%,-1.2%,2%,-1.8%[0.369 µM],10%,5%,11%
CCCn1c(CN2CCN(C(=O)c3ccco3)CC2)nc2c1c(=O)n(C)c(=O)n2C,-10%,.,1%,-10%,0.7%,1.8%,-2%,-0.2%,28%,8%,.
O=C1CN(C(=O)c2ccco2)C(c2ccccc2)c2cc(Cl)ccc2N1 (configuration not stated),-2%,4%,-2%,-9%,-0.7%,-0.5%,3%,-1.1%,-5%,0%,10%
CCCOC(=O)CCn1c(=S)oc2ccccc21,9%,2%,-6%,2%,-1.1%,-0.8%,-2%,0.8%[57.5 µM],17%,-2%,-1%
O=C1c2ccccc2C(=O)N1CCc1nc(-c2cccnc2)no1,-3%,?,5%,0%,-0.2%,0.7%,-5%,-1.1%,0%,10%,-11%
O=C(NS(=O)(=O)c1ccc(NC(=O)C2CCCO2)cc1)c1ccccc1 (configuration not stated),3%,-3%,5%,5%,0.4%,-0.3%,0%,0.7%,1%,-15%,-2%
Cc1cc(C)n2cc(CSC3=NCCS3)nc2n1,-1%,-3%,1%,?,0.4%,0.3%,2%,-1.7%,-2%,32µM*,4%
NC(=O)c1cc[n+](CC2=C(C(=O)[O-])N3C(=O)[C@@H](NC(=O)Cc4cccs4)[C@@H]3SC2)cc1,0%[26 µM],-2%[20.6 µM],-6%[20.5 µM],1%[17.1 µM],-0.2%[34.4 µM],-1.0%[34.4 µM],-10%[25.6 µM],-1.7%[20.6 µM],3%[25.6 µM],?,0%[17.1 µM]
COc1ccc(NC(=O)C2c3cc(OC)c(OC)cc3C(=O)N(C)C2c2cccnc2)cc1OC (configuration not stated),-4%,-1%,-4%,-5%,-1.8%,-1.6%,6%,-0.8%,-14%,-2%,-2%
CCOC(=O)c1c(NC(=O)CSc2nnnn2C)sc(C)c1-c1ccc(C)cc1,0%,-2%,-5%,?,0.4%,-1.6%,-3%,-0.3%[57.5 µM],-6%,14%,0%
CCCCCCC/C=C/C1=CC2(C)CC1(C)C(CCCCCCC)CC2=O (configuration not stated),.,.,.,.,-0.9%[15.4 µM],1.9%[15.4 µM],.,2.7%[9.22 µM],3%[11.4 µM],-19%[11.4 µM],.
CCOC(=O)C(CC)Sc1nnc2n1C(C)(C)Cc1ccccc1-2 (configuration not stated),4%,-2%,-2%,6%,1.4%,-0.9%,6%,2.4%,-7%,16%,1%
Cc1ccc(S(=O)(=O)N2CCN(C(=O)c3c(C)nn(-c4ccccc4)c3Cl)CC2)cc1,-1%,1%,0%,-3%,-3.7%,0.4%,-2%,.,6%,1%,26%
CCn1c(=O)cc(SCC(=O)N2CCC(C)CC2)c2ccccc21,3%,0%,-4%,15%,1.8%,0.5%,-4%,-1.1%,2%,-19%,17%
COc1ccc(CN2C(=O)C(O)(CC(=O)c3c(C)n[nH]c3C)c3ccccc32)cc1OC (configuration not stated),-4%,-2%,7%,-6%,-6.4%,1.1%,-5%,-2.3%,-3%,-4%,21%
CCOC(=O)CN1C(=O)CSc2ccccc21,-3%,4%,9%,4%,-4.4%,-1.1%,-3%,-2.5%[57.5 µM],1%,1%,3%
O=C(NC1CCCC1)C1CCCN1C(=O)Nc1ccc(Cl)cc1 (configuration not stated),2%,2%,3%,-3%,0.2%,-0.4%,1%,-0.3%[57.5 µM],5%,-12%,-4%
COc1ccc(C(=O)N2CCN(c3nc4cc(C)ccc4cc3C#N)CC2)c(OC)c1,13%,5%,2%,?,1.7%,0.8%,-6%,-0.1%[57.5 µM],-11%,-29%,29%
COc1c(N2CCNC(C)C2)c(F)cc2c(=O)c(C(=O)O)cn(C3CC3)c12 (configuration not stated),-3%,2%,.,2%,-2.8%,-0.2%&1.0%,-4%,6.4%[0.369 µM],?,26%,0%&-18%
COc1ccc(C(=O)N2CCN(c3ccc(C)c(C)c3)CC2)cc1OC,-8%,.,17%,12%,0.0%,-1.6%,-4%,-1.5%,0%,15%,.
O=C(CCNS(=O)(=O)c1ccc2c(c1)CCC(=O)N2)NCc1ccc2c(c1)OCO2,-3%,2%,-2%,-18%,-2.1%,0.4%,-8%,0.4%,-4%,1%,2%
CCc1nc(SCC(=O)Nc2c(C)n(C)n(-c3ccccc3)c2=O)n[nH]1,1%,-3%,-7%,-9%,-1.9%,-1.7%,-10%,2.2%,7%,11%,-10%
O=C(c1cccc(F)c1)N1CCN(C(=O)C2CC2)CC1,3%,0%,13%,-2%,-1.6%,-2.0%,-4%,3.7%,-3%,0%,-9%
O=C(Oc1ccc(-c2nc(-c3ccccn3)no2)cc1)c1ccccc1,-3%,-3%,21%,?,1.0%,1.2%,0%,1.2%,1%,13%,11%
CC(=O)Nc1cccc(NC(=O)C2CCCN2C(=O)Nc2ccc(Cl)cc2)c1 (configuration not stated),-2%,-1%,-6%,-9%,0.7%,-0.7%,2%,-5.9%,3%,2%,-8%
Cc1ccc(C(=O)CSc2nnc(COc3cccc(C)c3)o2)cc1,27%,3%,7%,1%,2.1%,-0.6%,-3%,.,-18%,?,-9%
Cc1cc(=O)oc2cc(OCc3ccc(S(=O)(=O)N4CCOCC4)cc3)ccc12,-6%,5%,1%,-2%,3.1%,0.1%,-2%,1.4%,-2%,4µM*,43%[activator]
CN[C@@H](CC(C)C)C(=O)N[C@@H]1C(=O)N[C@H](CC(N)=O)C(=O)N[C@@H]2C(=O)N[C@H]3C(=O)N[C@H](C(=O)N[C@H](C(=O)O)c4cc(O)cc(O)c4-c4cc3ccc4O)[C@H](O)c3ccc(c(Cl)c3)Oc3cc2cc(c3O[C@H]2O[C@@H](CO)[C@@H](O)[C@@H](O)[C@@H]2O[C@@H]2C[C@](C)(N)[C@H](O)[C@H](C)O2)Oc2ccc(cc2Cl)[C@@H]1O,-3%[26 µM],0%[20.6 µM],4%[20.5 µM],-3%[17.1 µM],-1.4%[34.4 µM],-0.6%[34.4 µM],-9%[25.6 µM],1.8%[20.6 µM],4%[25.6 µM],1%[25.6 µM],-3%[17.1 µM]
O=C(CSc1nnc2ncccn12)N1CCCCCC1,-19%,1%,-2%,-2%,-1.1%,-0.1%,0%,-0.4%,5%,0%,-2%
CCOC(=O)c1cc2c(=O)n3ccccc3nc2n(C(C)C)c1=NC(=O)c1ccncc1,-4%,0%,2%,?,0.0%,-0.7%,0%,-2.5%,-11%,-48%,11%
Cc1ccc(SCCC(=O)N2CCCC2)cc1,-2%,0%,1%,-2%,2.6%,1.7%,3%,-1.1%,9%,5%,2%
O=C(Nc1cccc(Cl)c1)c1ccc2c(=O)n3c(nc2c1)CCCCC3,-5%,6%,7%,?,1.5%,0.1%,-1%,-0.3%,?,1%,43%[activator]
CCOC(=O)N1CCC(N2Cc3cccc(C(=O)NCc4ccccc4OC)c3C2=O)CC1,-1%,0%,3%,?,8.1%,-0.7%,-5%,0.0%,-12%,-11%,58%[activator]
COc1ccc(CNc2nc(-c3ccc(C(=O)N(C)C)cc3)nc3ccccc23)c(OC)c1,-10%,-5%[9.22 µM],-5%,1µM*,2.6%,-0.8%,-2%,0.8%,?,?,17%
COc1ccc(S(=O)(=O)N2CCC(C(=O)N3CCc4ccccc4C3)CC2)cc1,-3%,0%,2%,1%,-2.6%,-0.4%,-5%,0.5%,-5%,-5%,33%[activator]
COc1ccc(N2CCN(c3cc(=O)n(Cc4ccc(F)cc4)c(=O)[nH]3)CC2)cc1,-4%,.,10%,-9%,-1.1%,-0.7%,-8%,-0.5%,-6%,-1%,.
CCCn1c(SCC(=O)NC2CCCCC2)nnc1-c1ccncc1,-1%,7%,-4%,3%,0.1%,-0.9%,-7%,-0.2%[57.5 µM],-4%,1%,.
